Screening results (PubChem BioAssay)
JMJD2C inh: blocks human GASC-1 demethylase activity; 330,000 tested, 0.069% active; AID 2099; inhibition, % at 2.35 µM; GST-JMJD2C(1-420) H3K9me3 demethylation, DELFIA europium;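 active = more than half of a compound's replicate wells show inhibition beyond 50%, single wells judged on their own value; inconclusive = some, but no more than half, of replicates pass 50% inhibition; inactive = no replicate passes 50% inhibition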;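 note: signal counts dimethyl H3K9 product captured on neutravidin plate; 0% = median of DMSO wells and 100% = 0.3 times that DMSO median; strong numbers were not always called active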
CIT2-GFP yeast: alters CIT2-GFP fluorescence in TOR pathway yeast screen; GFP response vs DMSO, % at 10 µM; AID 2029; 320,000 tested, 0.065% active; S. cerevisiae CIT2-GFP strain, flow cytometry, 3 h; 100 means same as DMSO wells;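 active = GFP response relative to DMSO above a set limit, near the screen mean plus 3 SD, cut at about 150% in these data; inconclusive = Fewer than 70 cells measured for a yeast strain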;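 note: ratio of well median GFP fluorescence to mean of DMSO wells on the plate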
MEP2 TOR yeast: alters MEP2-GFP fluorescence in TOR pathway yeast screen. S. cerevisiae MEP2-GFP strain, flow cytometry GFP, 3 h; 100% = DMSO control level. 330,000 tested, 0.51% active. GFP response vs DMSO, % at 10 µM;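 active = GFP response versus DMSO above a set limit, roughly screen mean plus 3 SD, cut at about 180% in these data; inconclusive = fewer than 70 cells counted for a yeast strain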;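 note: median GFP fluorescence of the barcode-gated MEP2-GFP cells per well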
RPL19A-GFP yeast: yeast TOR pathway RPL19A-GFP modulation; percent response vs DMSO, % at 10 µM; S. cerevisiae RPL19A-GFP strain, flow cytometry, 3 h; stronger effect = lower value; 330,000 tested, 0.3% active; AID 2025;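 active = percent response vs DMSO below 50%; inconclusive = fewer than 70 events counted for the yeast strain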;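 note: median channel GFP fluorescence of the barcoded RPL19A-GFP strain; ratio of sample median GFP to plate DMSO average so 100% = DMSO; lower means less RPL19A-GFP as with rapamycin TOR inhibition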
VLA-4 inh: inhibition in a human VLA-4 binding assay | P13612 | VLA-4 expressing cells, ligand binding flow cytometry | inhibition, % (about 7 µM as worked out from the volumes in the protocol) | 330,000 tested, 0.2% active | AID 2557; in the data active = inhibition above about 50%
LAP4 TOR yeast: alters LAP4-GFP fluorescence in TOR pathway yeast screen | S. cerevisiae LAP4-GFP multiplex, flow cytometry GFP, 3 h; median GFP as percent of DMSO wells | GFP response vs DMSO, % at 10 µM | 320,000 tested, 0.34% active;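 active = GFP response vs DMSO above a set limit, about the screen mean plus 3 SD, cut at about 150% in these data; inconclusive = under 70 cell events counted for the yeast strain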
GRK2 aptamer HTS: inhibitors of human GRK2 displacing RNA aptamer. bead flow cytometry, FAM-aptamer displacement from GRK2. P25098. inhibition of aptamer binding, % at 10 µM. 330,000 tested, 0.59% active;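 active = inhibition of aptamer binding above 40%, roughly 3 SD of noise, on plates passing a quality check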;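 note: median bead fluorescence of bound FAM aptamer so fluorescent compounds give negative values; no value below 0 was filed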
Target sequence (P25098 whole entry, looked up): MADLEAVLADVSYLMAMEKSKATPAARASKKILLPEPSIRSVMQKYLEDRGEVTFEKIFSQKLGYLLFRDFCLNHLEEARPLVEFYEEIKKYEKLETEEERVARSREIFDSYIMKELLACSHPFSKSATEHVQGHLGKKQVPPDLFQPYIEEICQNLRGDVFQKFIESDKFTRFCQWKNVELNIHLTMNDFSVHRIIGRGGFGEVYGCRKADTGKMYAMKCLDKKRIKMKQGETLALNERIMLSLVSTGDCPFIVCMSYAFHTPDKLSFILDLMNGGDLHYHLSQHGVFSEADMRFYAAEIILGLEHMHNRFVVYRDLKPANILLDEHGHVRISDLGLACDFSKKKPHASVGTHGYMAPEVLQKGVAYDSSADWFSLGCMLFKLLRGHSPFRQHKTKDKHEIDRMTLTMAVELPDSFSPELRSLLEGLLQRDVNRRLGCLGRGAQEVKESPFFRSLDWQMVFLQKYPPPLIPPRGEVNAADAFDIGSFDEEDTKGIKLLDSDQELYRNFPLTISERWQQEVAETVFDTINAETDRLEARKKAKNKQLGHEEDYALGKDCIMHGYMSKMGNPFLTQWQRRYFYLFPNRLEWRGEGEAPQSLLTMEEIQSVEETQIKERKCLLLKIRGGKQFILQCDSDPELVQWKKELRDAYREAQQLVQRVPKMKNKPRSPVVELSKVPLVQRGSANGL
AGP1 TOR yeast: modulators of TOR pathway AGP1-GFP in S. cerevisiae | 320,000 tested, 0.02% active | GFP response vs DMSO, % at 10 µM | S. cerevisiae AGP1-GFP multiplex flow cytometry, 3 h; GFP as percent of DMSO wells;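 active = GFP response relative to DMSO above a set limit, near screen average plus 3 SD, cut at about 150% in these data; inconclusive = fewer than 70 cells counted for the yeast strain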;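 note: median GFP channel fluorescence of the gated AGP1 strain per well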
Numbers without * were called inactive; i = inactive; ? = inconclusive; / = not tested or not shown; [ ] = dose if it differs, or a comment.

no.	SMILES	JMJD2C inh	CIT2-GFP yeast	MEP2 TOR yeast	RPL19A-GFP yeast
1	O=C(c1cc(COc2cccc(C(F)(F)F)c2)on1)N1CCC(Oc2cccnc2)CC1	-8	99	114	99
2	CC(C)C1CC(c2ccccc2)(C(CN)CO)CCO1 (centres undefined)	-4	100	95	97
3	CS(=O)(=O)NCc1nnc(SCc2ccc(C(F)(F)F)cc2)o1	-11	103	107	105
4	CCOc1ccc(NC(=O)CC(NC(C)=O)c2ccccc2)cc1S(=O)(=O)N1CCCC1 (centres undefined)	-4	97	92	95
5	Cc1ccc(C(=O)NCC(=O)OCC(=O)Nc2ccc(Cl)cn2)cc1	2	100	103	103
6	COc1ccc(OC)c(N(CC(=O)NCc2cccnc2)S(C)(=O)=O)c1	-13	102	99	106
7	Cc1cnc(N2C(=O)c3ccc([N+](=O)[O-])cc3C2=O)s1	-6	106	104	101
8	CN1C(=O)CC[C@H]1c1cccnc1	-4	106	95	104

no.	VLA-4 inh	LAP4 TOR yeast	GRK2 aptamer HTS	AGP1 TOR yeast
1	9	95	0	91
2	-4	100	1	100
3	2	91	1	105
4	7	92	0	94
5	-2	107	4	103
6	-4	105	0	108
7	-2	103	0	106
8	10	109	1	94

New compounds follow.
no.	SMILES	JMJD2C inh	CIT2-GFP yeast	MEP2 TOR yeast	RPL19A-GFP yeast
9	Cc1ccccc1Nc1ncnc2c1cnn2C	0	101	106	104
10	O=S(=O)(Nc1ccc2c(c1)nc1n2CCN(Cc2ccccc2)C1)c1ccc(Cl)cc1	3	103	108	100
11	CC(C)(C)c1cc(NC(=O)CCSc2nnc3ccccn23)cc(C(C)(C)C)c1	20	92	101	97
12	O=C(COc1coc(CN2CCCc3ccccc32)cc1=O)Nc1ccccc1	-1	103	102	98
13	Cc1ccccc1-c1ccc(C(=O)Nc2cccc(F)c2)o1	2	87	94	103
14	CCOC(=O)Cc1[nH]nc2c1C(c1cccc(OC)c1OC)C(C#N)=C(N)O2 (centres undefined)	i	104	103	103
15	O=C(O)C1C2C=CC(C2)C1C(=O)N1CCN(C/C=C/c2ccccc2)CC1 (centres undefined)	2	99	93	90
16	Cc1ccc([N+](=O)[O-])cc1S(=O)(=O)Nc1cccc(-c2ccc(N3CCCC3)nn2)c1	-3	103	100	100

no.	VLA-4 inh	LAP4 TOR yeast	GRK2 aptamer HTS	AGP1 TOR yeast
9	8	91	1	107
10	-26	101	7	103
11	11	101	0	97
12	7	97	0	100
13	-4	121	0	96
14	-6	95	0	109
15	-13	85	2	84
16	6	101	2	111

(more compounds)
no.	SMILES	JMJD2C inh	CIT2-GFP yeast	MEP2 TOR yeast	RPL19A-GFP yeast
17	CN(C(=O)c1cc2c(s1)-c1ccccc1S(=O)(=O)C2)c1ccccc1F	-9	87	104	92
18	O=C(Cc1ccc(F)cc1)N/N=C/c1ccccn1	-4	104	102	103
19	O=C(NCCN1CCOCC1)c1ccc(CS(=O)(=O)c2ccc(Cl)cc2)o1	-2	109	108	101
20	C/C(=N\Nc1ncc(Cl)cc1Cl)c1ccc(OC(F)F)cc1	2	91	97	105
21	CCC/C=C(\CCC)C(NS(=O)(=O)c1ccc(C(F)(F)F)cc1)c1ccccc1 (centres undefined)	4	103	103	103
22	O=C(OCC(=O)N1CCCc2ccccc21)c1cc(Cl)ccc1O	13	95	96	100
23	CN1CCc2nc(SCC(=O)Nc3ccc(Cl)cc3)c(C#N)cc2C1	5	114	106	102
24	COc1cc(C(=O)OCCNC(=O)c2ccncc2)cc(OC)c1OC	4	95	93	96

no.	VLA-4 inh	LAP4 TOR yeast	GRK2 aptamer HTS	AGP1 TOR yeast
17	-2	110	0	99
18	-2	92	3	104
19	-1	103	0	105
20	11	84	3	88
21	9	97	0	107
22	5	94	0	98
23	106*	101	0	103
24	11	89	0	98

Going on with the list.
no.	SMILES	JMJD2C inh	CIT2-GFP yeast	MEP2 TOR yeast	RPL19A-GFP yeast
25	O=C(NCc1ccccn1)[C@H]1C[C@@H]1[C@H](NP(=O)(c1ccccc1)c1ccccc1)c1ccccc1	-1	77	92	101
26	CC1(C)C[C@H](O)[C@]2(CO)CC[C@]3(C)C(=CCC4[C@@]5(C)CC[C@H](O)C(C)(C)C5CC[C@]43C)[C@@H]2C1 (some centres undefined)	6	88	100	96
27	Cc1ccc(N(CC(=O)Nc2ccccc2C(=O)N2CCOCC2)S(C)(=O)=O)cc1	3	98	96	98
28	CCOc1ccc(S(=O)(=O)NCCC(=O)N(C)CC(=O)Nc2ccc(N3CCOCC3)cc2)cc1	-3	99	89	98
29	O=C(NNS(=O)(=O)c1ccc(Cl)cc1)c1cc(-c2ccccc2)nc2ccccc12	-7	108	100	104
30	COC(=O)CNC(=O)c1cc(-c2ccncc2)nc2ccc(C)cc12	-3	108	105	111
31	CCOC(=O)c1cnc2c(C(=O)OC)cccc2c1NCCN1CCOCC1	7	114	109	105
32	COc1ccc(-c2ccc(N)[n+](CCCC(=O)O)n2)cc1	-31	106	98	104

no.	VLA-4 inh	LAP4 TOR yeast	GRK2 aptamer HTS	AGP1 TOR yeast
25	0	104	4	86
26	9	108	3	97
27	4	105	0	100
28	0	106	2	105
29	-7	96	1	103
30	7	100	10	111
31	-17	111	1	109
32	19	104	0	104

Other compounds
no.	SMILES	JMJD2C inh	CIT2-GFP yeast	MEP2 TOR yeast	RPL19A-GFP yeast
33	Cc1ccc(S(=O)(=O)N2CCN(C(=O)c3n[nH]c(=O)c4ccccc34)CC2)cc1	8	90	101	89
34	CC1CCN(c2ccccc2NC(=O)c2ccc(C#N)cc2F)CC1	-12	107	101	101
35	COc1ccc(CCNC(=O)CCc2nnc(Cc3ccc4c(c3)OCO4)o2)cc1	-14	102	105	95
36	COc1ccc(/C=C/C(=O)NCCCc2ccccc2)cc1OC	15	96	102	99
37	Cc1ccc(/C=C/C(=O)OCC(=O)Nc2cccnc2Cl)o1	3	110	104	98
38	COc1ccc(C(CNC(=O)c2cc3ccccc3o2)N2CCCCC2)cc1 (centres undefined)	11	100	101	101
39	Cc1nc2ccc(Oc3ccccc3)cc2s1	-1	96	100	106
40	c1ccc(-c2nc(-c3ccccn3)nc(-c3ccccn3)n2)nc1	-17	85	88	93

no.	VLA-4 inh	LAP4 TOR yeast	GRK2 aptamer HTS	AGP1 TOR yeast
33	6	102	3	91
34	-11	98	0	105
35	-9	103	0	97
36	-5	93	2	88
37	-7	102	2	99
38	11	102	0	108
39	-4	114	3	93
40	3	98	0	98

Molecules from the list above with a CF3 group, in the order listed:
no.	SMILES	JMJD2C inh	CIT2-GFP yeast	MEP2 TOR yeast	RPL19A-GFP yeast
1	O=C(c1cc(COc2cccc(C(F)(F)F)c2)on1)N1CCC(Oc2cccnc2)CC1	-8	99	114	99
3	CS(=O)(=O)NCc1nnc(SCc2ccc(C(F)(F)F)cc2)o1	-11	103	107	105
21	CCC/C=C(\CCC)C(NS(=O)(=O)c1ccc(C(F)(F)F)cc1)c1ccccc1 (centres undefined)	4	103	103	103

no.	VLA-4 inh	LAP4 TOR yeast	GRK2 aptamer HTS	AGP1 TOR yeast
1	9	95	0	91
3	2	91	1	105
21	9	97	0	107

Remaining list, next part
no.	SMILES	JMJD2C inh	CIT2-GFP yeast	MEP2 TOR yeast	RPL19A-GFP yeast
41	Cc1ccc(-c2nnc(OCc3cccnc3)c3ccccc23)cc1	8	84	93	90
42	Cc1onc(-c2ccccc2Cl)c1C(=O)Nc1nnc(-c2ccc(F)cc2)s1	-10	109	106	97
43	COc1ccc(CNC(=O)CSc2ncn[nH]2)cc1	-7	115	103	102
44	CC(=O)Nc1ccc(NC(=O)CSc2nc3ccccc3nc2N2CCC(C)CC2)cc1	7	99	99	103
45	CC1CCc2nn(CC(=O)NCCN3CCOCC3)cc2C1 (centres undefined)	58	105	105	106
46	CCC(C)(C)NC(=O)CN(C(=O)CCC(=O)Nc1ccccn1)c1ccc(F)c(Cl)c1	3	107	105	109
47	CCC(=O)Nc1c2c(nn1-c1ccc(OC)cc1)CS(=O)C2 (centres undefined)	4	98	85	97
48	C=C(C)Cn1c(=S)[nH]c2ccccc2c1=O	6	100	104	99

no.	VLA-4 inh	LAP4 TOR yeast	GRK2 aptamer HTS	AGP1 TOR yeast
41	3	120	4	80
42	-10	103	1	105
43	6	102	0	111
44	-4	100	0	103
45	2	103	0	111
46	1	95	0	112
47	22	86	0	93
48	3	105	0	101

Continued.
no.	SMILES	JMJD2C inh	CIT2-GFP yeast	MEP2 TOR yeast	RPL19A-GFP yeast
49	Cc1cccc(C(=O)NCCC(=O)NCc2ccccc2F)c1	1	97	99	97
50	C/C(=C1\SC(N2CCOCC2)=NC1=O)c1ccccc1	0	86	103	100
51	COc1ccccc1NC(=O)c1ccc(CS(=O)(=O)c2ccc(C)cc2)cc1	-2	106	104	108
52	CN1C(N)=NC(=O)/C1=C/c1ccccc1F	-8	92	109	100
53	O=C(Nc1cccc(C(F)(F)F)c1)Oc1ccccc1N1CCOCC1	-8	101	105	104
54	O=C1CN(C(=O)NCC(=O)N[C@H](C(=O)O)c2ccccc2)c2ccccc2N1	-13	105	109	110
55	CN1C(=O)/C(=C/c2cc(C(C)(C)C)c(O)c(C(C)(C)C)c2)NC1=S	5	101	102	100
56	COc1cccc(NC(=O)CN(C)C(=O)COc2ccc3ccccc3c2)c1	-4	98	95	98
57	O=C(COC(=O)Cn1cnc2ccccc2c1=O)Nc1ccc2c(c1)OCO2	-9	88[may fluoresce red]	?	?
58	COc1ccc(C(=O)c2c(N)sc3c2CCN(C(=O)OC(C)(C)C)C3)cc1	-2	113	114	106
59	NC(=O)C1CCN(C(c2ccccc2Cl)c2nnnn2CC2CCCO2)CC1 (centres undefined)	-20	103	99	98

no.	VLA-4 inh	LAP4 TOR yeast	GRK2 aptamer HTS	AGP1 TOR yeast
49	7	96	2	99
50	4	100	3	102
51	4	94	6	104
52	-1	96	0	92
53	2	112	0	105
54	3	94	3	103
55	5	88	3	94
56	16	85	2	92
57	2	?	1	?
58	-41	120	1	114
59	-7	104	0	/

Not a hit list; 1.7% or so of the library scored in one or more.
